Bioassay records deposited in PubChem by several laboratories.
KOR beta-arrestin-1 – KOR antagonists, beta-arrestin recruitment, cell-based, luminescence, uHTS (AID 1778); inhibition, % at 10 µM, or IC50 in µM where a hit was titrated; actives 0.091% (n = 290,000); KOR beta-arrestin recruitment, luminescence, antagonist mode; higher % means a stronger effect; note: strong numbers were not always called active
TNAP activators – human TNAP enzyme activators, primary screen, biochemical, luminescent, no phosphate acceptor, uHTS (AID 1001) | one-dose activation fold at 20 µM; EC50 in µM for titrated hits | purified TNAP, luminescent activation assay, no phosphate acceptor; higher activation fold means a stronger effect | actives 0.03% (n = 200,000); in the data active = activation fold from about 3, or a potency from the dose series; inactive = the rest, 99 in 100 with activation fold below about 1.6; note: many of its hits are not listed in these tables
KOR beta-arrestin-2 – KOR agonists, beta-arrestin recruitment, primary screen, cell-based, luminescence, uHTS (AID 1777); KOR beta-arrestin recruitment, luminescence; higher % means a stronger effect; activation, % at 10 µM, or EC50 in µM where a hit was titrated; actives 0.02% (n = 280,000); in the data active = activation above about 50%, passing the limit was not always enough; note: a part of the inactive calls stands beside numbers as strong as those of hits
NTR1 agonist – NTR1-driven beta-arrestin-GFP spot formation – imaging, U2OS cells, high content, primary screen (AID 493036) | actives 0.17% (n = 330,000) | P30989 | activation, % at 20 µM | agonist mode;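 active = activation at or above 40% of the spot to cytoplasm intensity ratio, with at least 20 cells analyzed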;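 note: 0% = DMSO without peptide and 100% = 100 nM NTR1 peptide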
Target sequence (P30989 whole entry, looked up): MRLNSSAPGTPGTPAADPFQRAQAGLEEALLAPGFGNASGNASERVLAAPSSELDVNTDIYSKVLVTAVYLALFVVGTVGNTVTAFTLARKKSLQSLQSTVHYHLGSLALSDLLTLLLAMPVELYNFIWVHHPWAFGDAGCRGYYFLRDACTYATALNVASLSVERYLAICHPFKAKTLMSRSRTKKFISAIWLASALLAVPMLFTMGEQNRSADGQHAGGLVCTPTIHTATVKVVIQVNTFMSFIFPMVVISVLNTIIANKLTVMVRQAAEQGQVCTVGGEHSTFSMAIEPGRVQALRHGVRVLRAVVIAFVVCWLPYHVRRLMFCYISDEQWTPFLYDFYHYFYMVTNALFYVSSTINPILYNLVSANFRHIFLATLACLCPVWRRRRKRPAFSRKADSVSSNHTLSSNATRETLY
NOD1 inhibition – NOD1 signaling inhibitors, primary screen, cell-based, luminescence, uHTS (AID 1578). NOD1-driven NF-kB luciferase reporter cells, luminescence; higher % means a stronger effect. one-dose inhibition, % at 4 µM; EC50 in µM for titrated hits. actives 1% (n = 290,000); in the data active = inhibition mostly above about 36%, no sharp cut-off; inactive = mostly below about 34%;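 note: HEK-293T reporter cells stimulated with the NOD1 agonist gamma-tri-DAP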
Yfh1-off respiration – enhancers of respiration in Yfh1-depleted yeast, dose response, Friedreich's ataxia, plus single-dose screen (AID 1465) | S. cerevisiae Yfh1-off respiration, WST-1 reduction, 72 h; higher fold induction means a stronger effect | one-dose fold induction at 50 µM; EC50 in µM for titrated hits | actives 0.074% (n = 220,000);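 active = fold induction of absorbance versus untreated yeast above a set limit, then at least 30% activation at any dose in follow-up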;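 note: activators that raise dye reduction in frataxin-depleted yeast; strong numbers were not always called active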
NOD2 inhibition – NOD2 signaling inhibitors, cell-based, luminescence, uHTS, HEK293 (AID 1566); actives 0.63% (n = 290,000); inhibition, % at 4 µM; hits with a dose series show EC50 in µM; HEK293 NOD2/NF-kB luciferase reporter, luminescence; higher % means a stronger effect; note: many of its hits are not listed in these tables
ER stress rescue – protection against thapsigargin-triggered cell killing – 384-well, CSM14.1, ATP luminescence, primary screen (AID 1222); CSM14.1 thapsigargin-induced death rescue, ATP luminescence; higher % means a stronger effect; one-dose cellular ATP content (survival), % at 20 µM; EC50 in µM for titrated hits; 190,000 tested, under 10 active;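 active = EC50 below 50 µM in the dose-response confirmation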;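 note: death triggered by thapsigargin at about 15 µM added after 2 h compound pretreatment; cell ATP read after overnight thapsigargin exposure of roughly 18 to 22 hours; normalized against plate controls of thapsigargin alone and 5% DMSO vehicle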
GPR55 beta-arrestin – GPR55 agonists via beta-arrestin recruitment, primary screen, imaging, U2OS cells, beta-arrestin-GFP redistribution (AID 1961). activation, % at 10 µM; hits with a dose series show EC50 in µM. actives 0.048% (n = 290,000). U2OS GPR55 beta-arrestin-GFP redistribution imaging; higher % means a stronger effect;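 active = activation above 40% with more than 50 cells counted in the well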;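 note: U2OS osteosarcoma cells stably expressing GPR55 and beta-arrestin-GFP; plate controls were DMSO negative control for no effect and LPI positive control for full effect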
NTR1 agonist cell count 20 µM – further read-out of NTR1 agonist, marked with its call; cell count; measured here: cell count, cytotoxicity flag
Starred values were filed as active, the others as inactive; i = inactive; . = no result given; [ ] = another dose, or the depositor's remark. Cut-off read from the data, not from the text of the source, unless noted: active = inhibition above about 50%; inactive = the rest.

SMILES | NOD1 inhibition | KOR beta-arrestin-1 | GPR55 beta-arrestin | TNAP activators | ER stress rescue | KOR beta-arrestin-2 | NTR1 agonist | NOD2 inhibition | Yfh1-off respiration | NTR1 agonist cell count 20 µM
CC1CCC/C(=N/Nc2nc3ccccc3s2)C1 (configuration not stated) | -56% | -24% | 0.2% | 1.1 | -1.7% | 1.1% | 0.0 | -111% | i | 83
COc1cc(/C=c2\sc3nc(-c4ccncc4)nn3c2=O)ccc1OC(C)=O | -19% | 7% | -0.1% | 1 | -2.2% | -0.8% | . | 0% | . | .
Cc1ccc(C(=O)NN(CCC(=O)NC(C)(C)C)C2=NS(=O)(=O)c3ccccc32)cc1 | -8% | 13% | 1.2% | 1.2 | -1.0% | 1.4% | -0.1 | 8% | i | 52
COc1cc(CNCCCN2CCOCC2)ccc1OCC(=O)NC(C)(C)C | -27% | 17% | 0.1% | 1 | 2.3% | -3.8% | 1.1 | 1% | i | 50
COC(=O)C(CCSC)NC(=O)Cn1ncc2c(=O)oc3ccc(C)cc3c21 (configuration not stated) | -16% | 34% | -0.3% | 1.1 | . | -0.8% | -0.4 | 6% | i | 91
CC(=O)c1c(C)[nH]c(C(=O)N2CCN(c3cc(Cl)ccc3C)CC2)c1C | -1% | -26% | -0.2% | 1.2 | -0.4% | -2.7% | 0.5 | -16% | i | 74
COc1ccc(-c2c(C#N)c(N)nc3sc(C(=O)c4ccccc4)c(N)c23)cc1 | 30% | -3% | -0.1% | 1.1 | -1.7% | -5.3% | . | 22% | i | .
O=C(CSc1nnc(-c2ccccn2)n1-c1ccccc1)Nc1ccc2c(c1)OCO2 | -28% | 13% | 0.2% | 1 | 2.8% | 0.9% | 1.4 | 4% | i | 39
CC(C)C(CC(=O)N1CCCCC1)C1CCOC(C)(C)C1 (configuration not stated) | 10% | 8% | 0.1% | 1.1 | 0.2% | 1.5% | -1.6 | 18% | i | 75
CC(C)(C)n1cnc(C(N)=O)c1N | -33% | 42% | -0.4% | 1.1 | 5.6% | 3.3% | -0.1 | 9% | i | 104
CCOc1ccc(NC(=O)C2CC(=O)N=C(N)S2)cc1 (configuration not stated) | -3% | 6% | 0.3% | 1 | -1.1% | -1.8% | -0.3 | -16% | i | 89
O=C(COC(=O)c1n[nH]c2ccccc12)Nc1ccc(S(=O)(=O)N2CCCC2)cc1 | 4% | 21% | 0.2% | 1 | 0.0% | 0.7% | 0.3 | 13% | i | 47
CCN1CCN(CCCN(Cc2ccco2)C(=S)Nc2cccc(Cl)c2C)CC1 | -36% | -26% | -0.4% | 1.1 | 0.8% | 8.9% | -1.2 | -2% | i | 54
Cc1csc(NC(=O)c2ccc(S(=O)(=O)N3CCN(C)CC3)cc2)n1 | -26% | -20% | -0.2% | . | . | -1.4% | 6.9 | 6% | . | 47
Cc1ccc(S(=O)(=O)N2CCCC(C(=O)Nc3ccc(C(=O)O)cc3)C2)cc1Cl (configuration not stated) | -27% | 1% | -0.5% | 1 | -0.8% | -2.3% | -0.7 | 16% | i | 37
CC1=C(C(=O)OCCNC(=O)c2cccnc2)C(c2cccc([N+](=O)[O-])c2)C(C(=O)OCCN(C)C)=C(C)N1 (configuration not stated) | -34% | -12% | 0.3% | 1.1 | -1.1% | -0.1% | -0.2 | 4% | i | 50
Cc1cc(C)n(C(=O)CNC(=O)c2cccc(F)c2)n1 | -19% | -30% | -0.1% | . | . | -4.5% | -1.6 | 13% | . | 51
CSc1cccc(CN2CCC(Oc3cccc(C(=O)N4CCCC4)c3)CC2)c1 | -7% | -10% | -0.1% | . | . | 3.2% | 1.2 | 7% | . | 51
Cc1ccc(C(=O)/C=C/c2ccco2)c(O)c1 | -52% | -6% | -0.5% | 1 | 0.7% | -0.1% | 2.7 | 2% | i | 39
Cc1ccc(-c2c(C)nn3c(N4CCOCC4)cc(C)nc23)cc1 | -6% | -12% | -0.1% | . | . | 2.7% | 3.4 | 10% | . | 88
Cc1ccc(C=Nc2ccccc2C(=O)Nc2ccccc2)cc1 | -46% | -9% | -0.3% | 1.1 | -0.5% | 4.0% | 2.6 | -10% | i | 38
COc1ccc(NC(=O)CSCc2ccccc2C)cc1 | -24% | . | 0.1% | 1.2 | -2.8% | -1.1% | 0.3 | -42% | i | 48
CCCCn1c(-c2cccc(F)c2)nc2c1c(=O)[nH]c(=O)n2CC(C)C | -8% | -26% | 0.2% | . | . | -1.7% | 1.7 | 0% | . | 43
O=[N+]([O-])c1cccc(/C=N\N2CCN(Cc3ccccc3Cl)CC2)c1 | -14% | 2% | -0.4% | 1.1 | 0.2% | -3.5% | 3.4 | 5% | . | 71
Cc1cc(C)cc(NC(=O)C2CCCN2/C=C/C(=O)C(F)(F)F)c1 (configuration not stated) | -19% | 25% | 0.8% | 1.1 | -0.8% | -5.5% | 1.8 | 0% | i | 57
Cc1cc(=O)[nH]c(SCC(=O)Nc2ccccc2C#N)c1C#N | 22% | -2% | 0.0% | 1 | 4.1% | -3.8% | 0.8 | 23% | i | 90
CCn1c(SCC(=O)c2ccc3c(c2)Cc2ccccc2-3)nnc1-c1ccc(N)cc1 | 37% | -26% | -0.1% | 0.9 | -0.9% | 2.9% | 1.5 | -16% | i | 59
O=C(NC(=S)Nc1ccc2[nH]c(=O)[nH]c2c1)c1ccccc1[N+](=O)[O-] | -5% | 1% | -0.2% | . | . | 0.7% | 0.2 | 9% | . | 67
CCOC(=O)C1=C(C)NC(SCC(N)=O)=C(C#N)C1c1cccs1 (configuration not stated) | 0% | -3% | 0.3% | 1.1 | -2.3% | 2.7% | 0.1 | -17% | i | 34
CCOc1ccc(NC(=O)CN(C)C(=O)c2ccc(=O)[nH]c2)cc1OCC | -33% | 26% | 0.0% | . | . | -3.5% | -0.7 | -2% | . | 51
CCCCC(c1nnnn1CCOC)N1CCN(C(=O)c2ccco2)CC1 (configuration not stated) | -17% | -1% | -0.1% | 1.1 | -4.0% | 3.4% | . | 2% | i | .
CCOc1ccccc1CN1CCC(n2nccc2NC(=O)CCc2ccccc2)CC1 | -20% | -37% | -0.2% | . | . | -5.6% | 1.5 | -4% | . | 50
COc1ccc(CC(=O)Nc2cc(Cl)ccc2O)cc1 | -18% | -13% | -0.1% | 1.1 | . | -0.6% | -0.4 | -2% | i | 29
CC(C)(C)c1ccc(NC(=O)c2ccccc2)c([N+](=O)[O-])c1 | 1% | -56% | 0.2% | 1 | -1.9% | 1.3% | 4.0 | -90% | i | 78
C=CCNC(=S)N/N=C(\C)c1cccc(OC)c1 | -17% | 26% | -0.2% | 0.9 | 0.0% | -2.5% | -1.3 | 8% | i | 60
CC(C)CNC(=O)c1cccc(NC(=O)CSc2ccccc2)c1 | -29% | 9% | -0.1% | 1.1 | -1.2% | -1.7% | 1.1 | 9% | i | 62
O=C(c1cc(COc2ccc(F)c(F)c2)on1)N1CCSCC1 | -73% | -10% | -0.1% | . | . | 2.2% | -1.0 | -39% | . | 58
Cc1ccc([N+](=O)[O-])cc1NC(=O)CN(C(=O)c1ccc(Cl)cc1)C1CCCCC1 | -16% | 32% | 0.0% | 1 | -1.1% | -3.3% | 1.5 | -13% | i | 80
COc1ccccc1NC(=O)c1ccc(COc2ccccc2OC)o1 | -20% | 22% | -0.1% | 1 | 3.0% | 2.0% | -0.5 | 0% | i | 59
Cc1ccc(CSc2nnc(-c3ccc(S(=O)(=O)N4CCCC4)cc3)o2)cc1 | -25% | -15% | -0.3% | 1.1 | 0.3% | 1.5% | 0.9 | 7% | i | 81
COc1ccccc1N(CN1C(=O)c2ccccc2C1=O)C(=O)c1cccnc1 | -6% | 8% | -1.0% | 0.9 | 0.3% | 5.4% | 0.7 | 6% | i | 87
CCC(CC)C(=O)Nc1c2cnn(-c3ccccc3)c2nc(=O)n1-c1ccccc1 | -36% | -14% | -0.1% | 1 | -2.6% | -0.1% | -0.4 | 21% | . | 48
COCCOC(=O)c1c(N)n(CCCN2CCOCC2)c2nc3ccccc3nc12 | -9% | -9% | 0.0% | . | . | -1.3% | 0.4 | 13% | i | 55
COc1ccc(Br)cc1CN1C(=O)NC2(CCCCCC2)C1=O | -43% | -21% | . | . | . | 2.2% | 4.9 | -1% | . | 38
CCOC(=O)c1c(N)n[nH]c1-c1ccc(OC)cc1 | . | 22% | 0.5% | 0.8 | -1.3% | -2.0% | 2.1 | 12% | i | 83
Cc1ccc(C(=O)N[C@H](C(=O)Nc2ccc(F)cc2)C(C)C)cc1 | -2% | 15% | -0.1% | . | . | 17% | 0.8 | 8% | . | 73
N#Cc1nc(COc2ccccc2Cl)oc1N1CCCCCC1 | 4% | 8% | -0.4% | 1 | 2.5% | -0.6% | 6.4 | -2% | i | 16
C=CCONC(=O)c1cc(OCC(F)(F)F)ccc1OCC(F)(F)F | 14% | -24% | 0.2% | 1 | -0.8% | 2.7% | -1.2 | 19% | i | 87
Cc1cc(C)nc(N2CCC(C(=O)NC3CC3)CC2)n1 | -15% | -11% | 0.2% | . | . | -5.4% | 0.7 | 16% | . | 48
COc1ccc(CC(=O)NCc2ccccn2)cc1OC | 11% | 4% | -0.1% | 1.1 | -0.2% | 2.7% | -0.7 | 25% | i | 35

Next section
SMILES | NOD1 inhibition | KOR beta-arrestin-1 | GPR55 beta-arrestin | TNAP activators | ER stress rescue | KOR beta-arrestin-2 | NTR1 agonist | NOD2 inhibition | Yfh1-off respiration | NTR1 agonist cell count 20 µM
COc1ccc(N2C(=O)c3ccccc3C2O)cc1 (configuration not stated) | 11% | -49%[20 µM] | 0.2% | . | . | -1.5% | 0.8 | 3% | . | 68
c1ccn2cc(CSc3nnc4ccccn34)nc2c1 | -24% | 36% | -0.2% | 1.1 | -1.5% | -3.2% | 1.4 | -68% | i | 40
COC(=O)c1ccc(C2OCC(C)(C)CO2)cc1 | -34% | -28% | -0.2% | 1.1 | 1.4% | -0.5% | -0.1 | -28% | i | 42
CC1CCN(c2ccc3nnc(CCC(=O)NC(C)C)n3n2)CC1 | -3% | -38% | -0.1% | . | . | 6.6% | -0.8 | -6% | . | 90
O=C(O)c1ccccc1C(=O)N1CC=C(c2ccccc2)CC1 | -14% | -23% | -0.1% | 1.1 | -1.7% | 0.6% | -0.6 | 9% | i | 39
COC/C=C/C1=CC2=CC(=O)C(C)(OC(=O)c3cnc4ccccc4n3)C(=O)C2=CN1CCCCO (configuration not stated) | -3% | 41% | -0.1% | . | . | 6.7% | -0.8 | 3% | i | 90

The list is partial; the hit share may differ from the screen's.
